High-throughput results as filed in PubChem.
TbHK1 inh – blocks Trypanosoma brucei hexokinase 1 activity. recombinant TbHK1, G6PDH-coupled NADH A340. inhibition, % at 10 µM. 0.11% of 220,000 active. AID 1430;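 active = inhibition of 50% or more in the single-dose primary screen; inactive = inhibition below 50%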
EBV gp42 inh – inhibitors of Epstein-Barr virus glycoprotein 42 | AID 1085 | inhibition, % (tested at 21.74 µM) | Fluorescence polarization binding assay, mP read-out | 0.42% of 220,000 active; in the data active = inhibition above about 50%
Target sequence (Q1HVG2 whole entry, looked up): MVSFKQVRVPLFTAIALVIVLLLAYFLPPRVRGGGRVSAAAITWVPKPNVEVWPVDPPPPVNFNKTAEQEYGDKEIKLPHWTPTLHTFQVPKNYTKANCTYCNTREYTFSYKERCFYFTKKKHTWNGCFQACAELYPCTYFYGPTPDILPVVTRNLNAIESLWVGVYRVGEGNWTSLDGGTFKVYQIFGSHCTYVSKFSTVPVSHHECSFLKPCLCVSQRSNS
L929 necroptosis – blocks zVAD induced death of L929 cells | 0.38% of 220,000 active | L929 zVAD necroptosis rescue, ATP luminescence, 24 h; with zVAD 60 µM | viability rescue, % at 10 µM | AID 1377;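 active = activation, scaled between plate controls, above about 75%, limit read from the data; inactive = activation under that limit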;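 note: 0% = zVAD with DMSO and 100% = DMSO alone without zVAD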
NCF1 inh – inhibitors of human p47phox binding. p47phox/p22phox peptide binding, fluorescence polarization, 2 h. inhibition, % at 24.7 µM. 0.53% of 220,000 active;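 active = inhibition above about 30%, limit read from the data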;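 note: 0% = p47phox with labelled peptide and 100% = labelled peptide alone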
Runt-SMMHC FRET – Runt domain-CBFb-SMMHC interaction inhibition | Q01196+Q13951 | Cerulean-Runt/Venus-CBFb-SMMHC FRET ratio 530/480, 1 h | inhibition, % at 20 µM | 0.74% of 220,000 active;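 active = mean inhibition across duplicate retests at 20 µM reaching about 50%, limit read from the data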;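 note: 0% = DMSO wells and 100% = wells with excess untagged CBFb-SMMHC; inhibitors lower the FRET ratio by blocking Runt binding to CBFb-SMMHC; some results filed as inactive read as strong as hits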
14-3-3 Bad PPI – disrupts binding of bovine 14-3-3 zeta to phospho-Bad peptide. P63103. TR-FRET 14-3-3zeta/Dy647-pBad peptide displacement, 1 h. AID 781. inhibition, % at 21.7 µM. 0.71% of 220,000 active;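 active = inhibition above about 70%, limit read from the data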;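 note: 0% = full 14-3-3 plus peptide FRET controls and 100% = background without 14-3-3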
Target sequence (P63103 whole entry, looked up): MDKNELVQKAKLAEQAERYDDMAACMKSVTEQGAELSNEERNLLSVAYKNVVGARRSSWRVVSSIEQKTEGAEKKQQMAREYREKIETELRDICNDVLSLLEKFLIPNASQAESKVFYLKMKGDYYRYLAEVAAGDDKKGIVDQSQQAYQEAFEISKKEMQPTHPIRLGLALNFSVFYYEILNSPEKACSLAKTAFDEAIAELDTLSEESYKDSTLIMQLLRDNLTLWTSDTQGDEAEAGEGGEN
MDM2 E3 inh – blocks human Mdm2 ubiquitin ligase activity | Q00987 | cell-based MDM2 ubiquitination luciferase reporter, 2 h; 0 = plate control, 100 = twice control, blank-subtracted | signal enhancement, % at 5 µM | 0.11% of 210,000 active | AID 1230;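 active = signal enhancement of 30% or more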;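 note: luminescence tracks abundance of the self-degrading MDM2-luciferase fusion protein; higher signal means inhibition of MDM2 E3 ligase activity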
Target sequence (Q00987 whole entry, looked up, the tested form may be a part): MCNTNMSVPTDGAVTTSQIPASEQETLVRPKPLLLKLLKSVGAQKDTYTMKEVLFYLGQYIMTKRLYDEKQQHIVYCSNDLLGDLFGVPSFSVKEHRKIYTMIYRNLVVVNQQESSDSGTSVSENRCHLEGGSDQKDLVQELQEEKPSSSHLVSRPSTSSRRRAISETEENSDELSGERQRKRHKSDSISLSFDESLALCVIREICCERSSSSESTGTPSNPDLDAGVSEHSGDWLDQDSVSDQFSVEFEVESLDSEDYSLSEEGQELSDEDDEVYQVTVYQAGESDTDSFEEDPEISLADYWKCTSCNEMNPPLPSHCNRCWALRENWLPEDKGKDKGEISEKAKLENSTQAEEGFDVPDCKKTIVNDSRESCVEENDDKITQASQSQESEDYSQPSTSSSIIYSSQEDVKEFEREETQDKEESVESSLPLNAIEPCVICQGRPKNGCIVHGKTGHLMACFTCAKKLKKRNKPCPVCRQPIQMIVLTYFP
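System: stable MDM2–luciferase fusion reporter cells / Input: 2000 cells seeded into each well / Schedule: 4 h settle plus 2 h compound, 37 °C / Compound: single-point 5 µM / Buffer or medium: cells held in DMEM / Benchmarks: control and blank well means / Evaluation: percent signal gain over controls, blank-subtracted / Measured by: luciferase luminescence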
Hck-Nef inh – blocks Nef-activated human Hck kinase | P08631 | Recombinant Hck-YEEI plus Nef, Z-Lyte FRET kinase assay | inhibition, % at 20 µM | 0.68% of 220,000 active | AID 463187;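 active = Hck-Nef kinase inhibition above about 50%, limit read from the data; inactive = inhibition below that limit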;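 note: 0% = DMSO with Hck plus Nef and 100% = Hck alone without Nef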
Runt-CBFb FRET – Runt domain-CBFb interaction inhibition; Cerulean-Runt/Venus-CBFb FRET ratio 530/480, 1 h; inhibition, % at 20 µM; 0.46% of 220,000 active;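 active = inhibition over about 50% at 20 µM in the single-dose screen, limit read from the data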;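 note: 0% = DMSO wells and 100% = excess unlabeled CBFb competitor control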
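Measured by: fluorescence energy transfer, 422 nm excitation, 530/480 nm emission; test system: Cerulean-tagged RUNX1 Runt domain (FRET donor) fusion protein; buffer or medium: Tris pH 7.5 buffer with BSA; compound: one dose, 20 µM compound, 1% DMSO; times: two 1 h room-temperature incubations shielded from light; benchmarks: unlabeled CBFb 5 µM, positive control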
Active calls of the source: *; nt = no result given; [ ] = dose if it differs, or a comment. Hits appear at their usual frequency; any-hit rate near 3.2%.

SMILES | TbHK1 inh | EBV gp42 inh | L929 necroptosis | NCF1 inh | Runt-SMMHC FRET | 14-3-3 Bad PPI | MDM2 E3 inh | Hck-Nef inh | Runt-CBFb FRET
Cc1cc(C)cc(OCC(=O)N/N=C\c2cn(C)nc2C)c1 | 1 | -22 | 0.8 | -3 | -1 | -3 | -13 | 6 | -2
CCSc1nnc(NC(=O)COc2ccc(Cl)cc2)s1 | -1 | 10 | 0.4 | -7 | -3 | -7 | -7 | -30 | 0
CCn1c(CNc2ccc(F)cc2)nnc1SCC#N | -3 | -6 | 1.2 | 11 | -3 | -4 | 2 | 18 | 2
CCN(CC)C1=N/C(=C\c2ccc(OC)cc2)C(=O)N1c1ccccc1 | -5 | 11 | 0.2 | -4 | 9 | -16 | 5 | 34 | 2
CC(C)(C)C(=O)Nc1ccc(C(=O)NCc2cccnc2)cc1 | 0 | -3 | -0.6 | -9 | 1 | 0 | 6 | 0 | 0
O=C(Cc1ccc(Cl)cc1)NNC(=O)Nc1cccc2ccccc12 | 5 | -26 | -0.2 | 60* | -3 | 2 | 5 | -1 | nt
C=CCNc1cc(C)oc(=O)c1C(=O)CCC | -8 | 0 | -0.1 | -2 | -2 | -5 | -11 | -2 | 1
O=C(Nc1ccc(NC(=O)C2CC2)nc1)c1cccs1 | 4 | 5 | 3.9 | -7 | -5 | -3 | -7 | 4 | 0
CN=C(Nc1cc(C)nn1-c1ccccc1)c1ccccc1 | 1 | -10 | 0.5 | 0 | 1 | -2 | -16 | 1 | 1
CCOC(=O)CNC(=S)N(Cc1ccccc1)Cc1cccnc1 | 3 | -25 | -0.6 | -8 | 0 | -7 | -8 | 17 | 1
CCCN(CCC)S(=O)(=O)c1ccc(C(=O)NNC(=O)c2cc(OC)c(OC)c(OC)c2)cc1 | -18 | -6 | 0.3 | -6 | 0 | -4 | -1 | 1 | -6
O=C(c1coc2ccccc2c1=O)N1CCN(c2cccc(C(F)(F)F)c2)CC1 | 2 | -8 | -0.1 | 2 | -6 | 4 | -2 | -1 | -6
COc1ccc(NC(=O)CSc2nnc(N)n2CC(=O)Nc2ccc(OC)cc2)cc1 | -5 | -34 | -0.6 | -4 | 0 | -5 | -17 | 22 | -2
O=C(Nc1ccccc1)Nc1ccc(Oc2ncnc3cc(Cl)ccc23)nc1 | 20 | -16 | 4.3 | -6 | 1 | 11 | -9 | 33 | 2
OCCN(CCO)CC(O)CN(c1ccccc1)c1ccccc1 (stereo not given) | -10 | 6 | -1.2 | -12 | -1 | -7 | -2 | 9 | 1
O=C1CCC(NC(=O)c2ccccc2)C(=O)N1 (stereo not given) | -7 | -6 | 0.4 | -15 | -1 | 0 | -13 | -5 | 2
CCCC(NC(=O)c1ccco1)c1nc2ccccc2[nH]1 (stereo not given) | 3 | 2 | nt | 4 | -2 | -1 | 6 | 9 | 0
COC(=O)c1nnn(-c2nonc2N)c1CSc1ccccn1 | 0 | -4 | -0.5 | 2 | 1 | 2 | -5 | -9 | -2
O=C(c1ccccc1)C1CCN(CC(=O)N2CCN(c3ccccc3)CC2)CC1 | -5 | -5 | 3.1 | -3 | 1 | -8 | -1 | 31 | -1
NC(=O)c1ccc(C(F)(F)F)n(Cc2ccccc2Cl)c1=O | 3 | 5 | -0.1 | -17 | -2 | 5 | -18 | 3 | -33
CCc1nnc(NC(=O)CN2CCN(c3cccc(OC)c3)CC2)s1 | -5 | -16 | -0.1 | -4 | -5 | -11[fluorescence artefact?] | -3 | 8 | 1
C=C(C)CSc1nc2ccccc2c(=O)n1-c1c(C)n(C)n(-c2ccccc2)c1=O | -2 | -11 | -0.2 | -4 | -1 | -12 | -12 | 21 | -1
Cc1ccc(NC(=O)c2cc(C)n(-c3ccccc3)c2C)cc1 | 9 | 6 | 2.4 | -16 | 0 | 2 | -80 | 2 | 1
CNC(=S)N/N=C(\C)c1cccc(C(F)(F)F)c1 | -1 | -13 | 0.5 | -13 | 15 | -7 | 0 | 3 | -1

9 entries already listed, ordered by formula weight, largest number first:
SMILES | TbHK1 inh | EBV gp42 inh | L929 necroptosis | NCF1 inh | Runt-SMMHC FRET | 14-3-3 Bad PPI | MDM2 E3 inh | Hck-Nef inh | Runt-CBFb FRET
COc1ccc(NC(=O)CSc2nnc(N)n2CC(=O)Nc2ccc(OC)cc2)cc1 | -5 | -34 | -0.6 | -4 | 0 | -5 | -17 | 22 | -2
O=C(c1ccccc1)C1CCN(CC(=O)N2CCN(c3ccccc3)CC2)CC1 | -5 | -5 | 3.1 | -3 | 1 | -8 | -1 | 31 | -1
CCc1nnc(NC(=O)CN2CCN(c3cccc(OC)c3)CC2)s1 | -5 | -16 | -0.1 | -4 | -5 | -11[fluorescence artefact?] | -3 | 8 | 1
NC(=O)c1ccc(C(F)(F)F)n(Cc2ccccc2Cl)c1=O | 3 | 5 | -0.1 | -17 | -2 | 5 | -18 | 3 | -33
OCCN(CCO)CC(O)CN(c1ccccc1)c1ccccc1 (stereo not given) | -10 | 6 | -1.2 | -12 | -1 | -7 | -2 | 9 | 1
Cc1ccc(NC(=O)c2cc(C)n(-c3ccccc3)c2C)cc1 | 9 | 6 | 2.4 | -16 | 0 | 2 | -80 | 2 | 1
CCCC(NC(=O)c1ccco1)c1nc2ccccc2[nH]1 (stereo not given) | 3 | 2 | nt | 4 | -2 | -1 | 6 | 9 | 0
CNC(=S)N/N=C(\C)c1cccc(C(F)(F)F)c1 | -1 | -13 | 0.5 | -13 | 15 | -7 | 0 | 3 | -1
O=C1CCC(NC(=O)c2ccccc2)C(=O)N1 (stereo not given) | -7 | -6 | 0.4 | -15 | -1 | 0 | -13 | -5 | 2

Other compounds.
SMILES | TbHK1 inh | EBV gp42 inh | L929 necroptosis | NCF1 inh | Runt-SMMHC FRET | 14-3-3 Bad PPI | MDM2 E3 inh | Hck-Nef inh | Runt-CBFb FRET
COc1ccc(NC(=O)c2ccccc2[N+](=O)[O-])cc1 | 1 | 0 | 0.9 | -9 | 0 | -1[fluorescence artefact?] | -15 | 6 | 1
C=C(C)COc1ccc(-c2[nH]ncc2-c2ccccc2OC)c(O)c1 | 8 | -11 | 2.6 | -6 | 3 | 5 | -2 | 1 | -1
O=C(O)CCC(=O)Nc1ccc(-c2nnc(-c3ccco3)o2)cc1 | -23 | -10 | 1.3 | 1 | -1 | 1 | -11 | 1 | 3
Cc1ccccc1C(=O)Nc1nnc(SC(C)C)s1 | -3 | -4 | 1.4 | 2 | 0 | -17 | 3 | 20 | -1
CCC(C(=O)NCc1ccccc1OC)n1nc(C)n2c(cc3occc32)c1=O (stereo not given) | -1 | -18 | -0.6 | -7 | 1 | 2 | -7 | 3 | 1
COc1ccc(NC(=O)CC(NCc2ccccn2)C(=O)O)cc1 (stereo not given) | 12 | -13 | 11 | 9 | 1 | -9 | -9 | 12 | -2
CCCCN(C)CCNC(=O)c1ccc(Cn2c(=S)[nH]c3ccc(Br)cc3c2=O)cc1 | 1 | -7 | 9.8 | -5 | 0 | -7 | 2 | -1 | nt
COc1ccc(OCC(O)CNC(=O)c2ccc(Br)cc2)cc1 (stereo not given) | -2 | -3 | 0.0 | -12 | 13 | -8 | -21 | 7 | 0
O=C(C1=C(O)C(=O)N(Cc2ccco2)C1c1ccccc1F)c1cccs1 (stereo not given) | -10 | -12 | 0.4 | -8 | nt | -6 | -4 | 18 | nt
CC(C)[C@H](NS(=O)(=O)c1ccc2c(c1)OCCO2)C(=O)OCC(=O)Nc1cccc(Cl)c1Cl | 0 | -6 | 1.0 | -10 | -8 | -2 | -7 | 0 | 0
O=C(N/N=C/c1ccc(-c2ccccc2[N+](=O)[O-])o1)c1cccnc1 | -39 | -12 | 0.0 | -23 | 1 | -6[fluorescence artefact?] | -24 | 5 | 12
COc1ccccc1/C=C/C=N/NC(=O)CCC1C(=O)NN=C1C (stereo not given) | -37 | -25 | 0.9 | 14 | 4 | 6 | 1 | -1 | -2
O=S(=O)(c1ccc2ccccc2c1)N1CCN(C(=S)Nc2ccccc2F)CC1 | -10 | 0 | 1.8 | -5 | 0 | -14 | -16 | 8 | 1
CCOCCCNC(=O)C(NC(=O)CNC(C)=O)c1ccc(C)cc1 (stereo not given) | -6 | -1 | -0.3 | -4 | -6 | -11[fluorescence artefact?] | -5 | -2 | 1
COc1cccc(NC(=O)NC2CCN(Cc3nnnn3Cc3ccc(F)cc3)CC2)c1 | -8 | -11 | 0.1 | -11 | -1 | 5 | -20 | -2 | -4
CC(=O)N1CCN(c2ccc([N+](=O)[O-])c(NCc3cccnc3)c2)CC1 | -10 | 1 | 0.5 | -10 | 3 | -7 | -16 | 10 | -1
CSc1ccccc1N=CC1=C(O)CC(C)(C)CC1=O | -21 | -8 | -0.1 | 1 | -2 | 2 | -17 | 1 | -2
CCC(C(=O)NC1CCCCC1)N(Cc1cccs1)C(=O)c1snc(C(N)=O)c1N (stereo not given) | -10 | -6 | 0.6 | -11 | 2 | -1 | -2 | 11 | -1
CCCCNC(=O)CS(=O)Cc1nc(-c2ccc(C)cc2)oc1C (stereo not given) | -11 | -15 | 2.6 | -5 | 1 | 3 | -12 | 1 | 1
COC(=O)c1[nH]c2cccc(OC)c2c1NC(=O)CN1CCC(C(N)=O)(N2CCCCC2)CC1 | -7 | -5 | 0.4 | -2 | 1 | 1 | -7 | 1 | 0
C#CCOCCOCCOCCNc1nc(N2CCN(C(=O)[C@H](C(C)C)n3cc(CCO)nn3)CC2)nc(N2CCN(C(=O)[C@H]([C@@H](C)CC)n3cc(CCCCN)nn3)CC2)n1 | -2 | 0 | 7.6 | -3 | -1 | 54 | nt | -2 | -2
O=C(Nc1ccc(CN2CCCCC2)cc1)c1cc(Br)ccc1Cl | -4 | -2 | 0.9 | -8 | 0 | -4 | -17 | 5 | 0
CC1=NN(C(C#N)c2ccccc2O)C(C)(C)C1 (stereo not given) | 4 | -13 | 19 | -6 | -1 | -9 | -5 | 15 | -1
COc1ccc(N2CCN(c3cc(C)c4ccccc4n3)CC2)cc1 | -8 | -23 | 0.7 | -7 | 0 | -8 | 3 | 26 | 0
CN1C(=O)COc2ccc(C(=O)c3ccccc3C(=O)O)cc21 | -2 | -28 | 1.1 | -13 | -3 | -13 | 12 | 0 | -2
CC(C)CC(NC(N)=O)C(=O)NCc1ccccc1Cl (stereo not given) | -2 | -4 | 1.4 | -8 | -7 | -3 | -10 | 0 | -1
O=C(C1=C[C@H](c2coc3ccccc3c2=O)C[C@H](OCc2ccc(CO)cc2)O1)N1CCOCC1 | 5 | -7 | -1.4 | nt | -2 | -3 | nt | 13 | 0
